Assay outcomes: PubChem BioAssay, National Center for Advancing Translational Sciences (NCATS)
SW480 rereplic: induces DNA re-replication in SW480 colon adenocarcinoma cells; SW480 DNA re-replication, Hoechst DNA content imaging, 48 h; Potency, µM (titrated, usually from 46.1 µM), for the others: at the highest dose re-replication activation, usual class: activators; 1.8% of 340,000 active; note: potency is the fitted concentration of half-maximal effect; % of control where 0% means no effect; nearly all actives have a fitted effect of over 55% in size
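First, 250 cells per well were seeded. Next, compound or vehicle (23 nL) was pinned in, plates sat 48 hr at 37 C. Finally Hoechst was added for 40 min before fluorescence scanning.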
ATXN2 expr inh: ATXN2 expression inhibition; HEK-293 ATXN2-luciferase reporter, luminescence, 24 h; Potency, µM (titrated, usually from 57 µM), for the others: at the highest dose activity change, negative = inhibition, most hits filed as inhibitors; 0.72% of 360,000 active; AID 1745845; note: potency is the fitted concentration of half-maximal effect; % is set by controls: 0 for no effect and ±100 for the full control effect; nearly all actives have a fitted effect of over 55% in size
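ATXN2-luciferase reporter cells (luciferase flanked by upstream and downstream ATXN2 gene portions) were treated 24 h at 37 °C with compounds at up to 57 uM. SteadyGlo luminescence gave expression; GF-AFC fluorescence gave viability.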
KB-V1 MDR tox: KB-V1 MDR subline cytotoxicity; KB-V1 MDR cells viability, CellTiter-Glo, 72 h; Potency, µM (highest dose often 46.1 µM), for inactives: top-dose activity change, negative = cytotoxicity, hits mostly cytotoxic; 3.4% of 400,000 active; note: potency is the fitted concentration of half-maximal effect; % is set by controls: 0 for no effect and ±100 for the full control effect; nearly all actives have a fitted effect of over 60% in size
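Following 72 h at 37 degrees C with compound, KB-V1 cell viability was read by CellTiter-Glo luminescence, medium being phenol-red-free DMEM plus 10% FBS; concentration-response parameters came from normalized, curve-fitted qHTS data.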
KB-3-1 tox: kills parental KB-3-1 adenocarcinoma cells. KB-3-1 viability, CellTiter-Glo ATP luminescence, 72 h. Potency, µM (doses to about 46.1 µM), without a hit: at the top dose activity change, negative = cytotoxic, usual class: cytotoxic. 1.4% of 400,000 active; note: potency is the fitted concentration of half-maximal effect; % is set by controls: 0 for no effect and ±100 for the full control effect; nearly all actives have a fitted effect of over 60% in size
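Cytotoxicity in the drug-sensitive parental line KB-3-1 was scored as loss of CellTiter-Glo luminescence following 72 h incubation with compound. Values come from curve fitting of normalized concentration-response data.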
S2 tox: cell viability loss in ATXN counter-screen; S2 cells (HEK-293 line with an ATXN2-luciferase reporter) viability, CellTiter-Fluor protease fluorescence, 24 h; Potency, µM (top dose mostly 56.7 µM), hits mostly cytotoxic; 0.49% of 400,000 active; note: potency is the fitted concentration of half-maximal effect; nearly all actives have a fitted effect of over 40% in size
IL-1B inflam inh: blocks inflammasome-driven IL-1 beta release. activity change, % at 57.5 µM. AID 743279. THP-1 LPS/ATP IL-1B secretion, AlphaLISA, 16 h; stronger effect = lower value. 4.7% of 360,000 active; in the data active = activity change below about -50%; inconclusive = mostly about -30% to -49%; note: % is set by controls: 0 for no effect and ±100 for the full control effect
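Secreted IL-1B measured by AlphaLISA bead assay after 16 h compound exposure of THP-1 cells; compounds (final up to 57.5 uM) added 1 h before LPS (250 ng/mL) and ATP (1.25 mM) stimulation; lower signal means less secretion.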
MCF10A rerep: DNA re-replication induction in MCF 10a cells. AID 624296. Potency, µM (series often up to 46.1 µM), without a hit: at the highest dose activity, positive = re-replication, actives largely listed as activators. MCF 10A DNA re-replication, Hoechst nuclear intensity, 48 h. 2.9% of 350,000 active; note: potency is the fitted concentration of half-maximal effect; % of control where 0% means no effect; nearly all actives have a fitted effect of over 50% in size
HT1080 IDH1KD tx: toxicity to HT-1080 IDH1 knockdown cells (counter line). Potency, µM (highest dose often 46.1 µM), without a hit: at the top dose activity, negative = toxicity, hits mostly cytotoxic. HT-1080 IDH1 knockdown viability, ATP luminescence, 48 h. AID 686971. 2% of 360,000 active;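 note: potency is the fitted concentration of half-maximal effect; 0% = DMSO wells and -100% = cell-free medium wells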
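Using the IDH1-knockdown HT-1080 line run in the same batch and compound series as the NT line, viability after 48 h at 37 °C was determined by CellTiter-Glo luminescence and expressed as % activity.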
HT1080NT lethal: kills 2HG-producing HT-1080-NT fibrosarcoma cells. 1.6% of 360,000 active. Potency, µM (series often up to 46.1 µM), inactives show top-dose activity, negative = less viability, usual class: cytotoxic. HT-1080-NT fibrosarcoma viability, CellTiter-Glo ATP luminescence, 48 h. AID 686970;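 note: NT is the 2HG producing partner of a matched IDH1 knockdown line; potency is the fitted concentration of half-maximal effect; 0% = DMSO-treated cells and -100% = media-only wells without cells; nearly all actives have a fitted effect of over 55% in size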
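Toxicity toward the 2HG-producing NT line was scored as %Activity, normalised to DMSO and no-cell wells, from CellTiter-Glo luminescence after 48 hours' treatment.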
Starred values were filed as active, the others as inactive; i = inactive; ? = inconclusive; · = no result given; [ ] = another dose, or the depositor's remark. Unless noted, calls come from the whole dose curve; as a rule, active = well fitted curve in the direction sought with a large enough effect; inconclusive = small, poorly fitted or top-dose-only effect, or another doubt; inactive = no such curve, though single readings can be large; an effect the other way counts as inactive or inconclusive.

SMILES | SW480 rereplic | ATXN2 expr inh | KB-V1 MDR tox | KB-3-1 tox | S2 tox | IL-1B inflam inh | MCF10A rerep | HT1080 IDH1KD tx | HT1080NT lethal
CCCCn1c(N)c(N(CC(C)C)C(=O)c2ccc(OCC3CCCO3)cc2)c(=O)[nH]c1=O (stereo not given) | 2.8% | 7.7% | 1.3% | -3.3% | i | -7.3 | -0.5% | -2.9% | -5.1%
O=C1c2ccccc2C(=O)N1CN(C(=O)COc1ccc(Cl)cc1Cl)c1cccc(F)c1 | -30.8%[inhibitor] | 24.7% | 6.1% | 12.6% | i | 9.6 | 2.9% | -19.1% | -1.7%
O=C(CSc1ccccc1)Nc1nnc(-c2ccco2)o1 | -156.1%[inhibitor] | -12.2% | -4.1% | 7.3% | i | 6.1 | 11.9% | 1.4% | 8.4%
COCCCn1c(=O)c2sccc2n(Cc2ccc(C)cc2)c1=O | -13.9% | -33.3% | 0.7% | -4.9% | i | -0.7 | 12.3% | -2.2% | 1.8%
Cc1c(C(=O)N2CCC(C)CC2)oc2ccc3c(c12)C(O)CC1(CCCCC1)O3 (stereo not given) | ? | 13.9% | -18.2% | ? | ? | -20.6 | ? | 9.2µM* | ?
CCN(Cc1ccncc1)C(=O)C1CCN(S(=O)(=O)c2cccs2)CC1 | ? | -12.6% | 0.0% | -6.6% | i | 0.0 | 8.2% | -11.1% | -11.4%
CC1=C(C(=O)O)N2C(=O)C(NC(=O)c3nn(C)cc3[N+](=O)[O-])C2SC1 (stereo not given) | -14.0% | -7.1% | 0.0% | -4.8% | i | -9.1 | 3.9% | -2.9% | -5.2%
Cc1ccc(C)c(C(=O)OCC(=O)Nc2cccc(S(=O)(=O)NC3=NCCCCC3)c2)c1 | -2.2% | -16.3% | -13.0% | -15.8% | i | -68.7* | -1.9% | -20.6% | -16.0%
O=C(CNC(=O)C1CCCCC1)NCCCO | ? | 6.7% | -2.8% | 0.7% | i | 3.4 | ? | -4.3% | ?
COc1ccccc1CNC(=O)C1CCN(S(=O)(=O)c2ccc(-n3cnnn3)cc2)CC1 | -3.6% | 28.7% | -6.0% | 7.9% | i | -0.6 | 2.2% | -3.2% | 3.9%
COCCNC(=O)Cn1cc(/C=N/NC(=O)c2ccc(Oc3ccc(O)cc3)cc2)c2ccccc21 | -88.7%[inhibitor] | 0.4% | 27.5% | 5.6% | i | -70.2* | 5.7% | -21.4% | -5.4%
COc1ccc2oc(=O)c(C(=O)NCc3ccccc3)cc2c1 | 2.8% | -24.3% | 15.1% | 18.2% | i | -17.2 | -13.8% | 1.9% | 0.8%
CC(C)c1ccc(CNC(=O)C(=O)NCCCn2ccnc2)cc1 | -0.7% | -19.7% | -21.1% | 9.3% | i | 6.2 | -1.0% | 2.6% | -16.3%
Cc1ccc(-c2cc(C(=O)Nc3ccc(S(=O)(=O)Nc4cc(C)on4)cc3)c3ccccc3n2)c(C)c1 | -4.6% | -9.9% | -2.3% | -7.1% | i | 11.3 | ? | -27.3% | -21.0%
CC(C)(C)NC(=O)/C(=C\c1ccco1)NC(=O)c1ccco1 | -9.5% | -16.7% | 12.0% | -2.1% | i | 13.9 | -0.8% | 19.8% | 10.3%
O=C(CN1CCN(Cc2ccc(F)cc2)CC1)NCCc1ccccc1 | 5.7% | -9.1% | -11.6% | 2.0% | i | 8.3 | 7.2% | ? | 9.7%
O=C(NC(=S)NCC1COc2ccccc2O1)c1ccccc1 (stereo not given) | -0.8% | 7.0% | 0.4% | -2.8% | i | 19.8 | ? | 0.0% | -1.0%
O=C(Nc1ccc(-c2csc(Nc3cccc(C(F)(F)F)c3)n2)cc1)c1cccc(C(F)(F)F)c1 | ? | ? | ? | -5.8% | · | 11.4 | 28.6% | ? | ?
COc1ccc(-n2ccn3c(CCC(=O)N4CCN(c5cccc(C)c5C)CC4)nnc3c2=O)cc1 | -6.0% | -7.7% | 5.2% | ? | i | 6.2 | -0.7% | 6.3% | 4.6%
CCOc1ccc(S(=O)(=O)N2CCN(C(=O)c3cc4ccccc4o3)CC2)cc1 | -8.4% | ? | 0.0% | -16.4% | i | ? | -2.7% | -15.3% | -11.0%

Compounds listed so far with a thiophene ring, fused or not:
SMILES | SW480 rereplic | ATXN2 expr inh | KB-V1 MDR tox | KB-3-1 tox | S2 tox | IL-1B inflam inh | MCF10A rerep | HT1080 IDH1KD tx | HT1080NT lethal
COCCCn1c(=O)c2sccc2n(Cc2ccc(C)cc2)c1=O | -13.9% | -33.3% | 0.7% | -4.9% | i | -0.7 | 12.3% | -2.2% | 1.8%
CCN(Cc1ccncc1)C(=O)C1CCN(S(=O)(=O)c2cccs2)CC1 | ? | -12.6% | 0.0% | -6.6% | i | 0.0 | 8.2% | -11.1% | -11.4%

Next section.
SMILES | SW480 rereplic | ATXN2 expr inh | KB-V1 MDR tox | KB-3-1 tox | S2 tox | IL-1B inflam inh | MCF10A rerep | HT1080 IDH1KD tx | HT1080NT lethal
O=C(Nc1ccccc1N1CCOCC1)c1ccncc1 | 1.3% | · | 7.8% | 13.8% | i | 1.9 | -0.3% | 5.9% | 8.5%
NC(=O)C1Cc2ccccc2CN1C(=O)c1nn(Cc2ccccc2)c(=O)c2ccccc12 (stereo not given) | 0.9% | · | -3.9% | 1.0% | ? | -1.2 | -1.0% | 4.0% | 5.0%
Cc1cccc(N(C)C(=O)CCS(=O)(=O)c2cc3c(cc2Cl)NC(=O)CO3)c1 | 0.1% | -25.5% | 6.4% | 3.4% | ? | -15.9 | 11.2% | 0.2% | -7.2%
O=C(Nc1ncc(Cc2cccc(Cl)c2Cl)s1)c1ccc([N+](=O)[O-])cc1 | -11.0% | ? | ? | ? | i | 2.5 | ? | 7.3% | 5.3%
O=C1CCCCCCCN1Cc1ccccc1 | 11.4% | · | 14.4% | 1.8% | i | 3.8 | 7.3% | 4.3% | 0.6%
C/C(=N\NC(=O)c1cccs1)c1ccc2ccccc2c1 | 12.8% | 2.2% | 0.0% | -3.1% | i | -11.0 | ? | 1.4% | 11.9%
CCOC(=O)N1CCN(S(=O)(=O)c2ccc(C(=O)NNc3nc4c(C)cccc4s3)cc2)CC1 | ? | ? | 19.7% | ? | i | 86.4 | ? | ? | ?
O=C(NCc1ccc(F)cc1)c1ccc(Nc2nc3ccccc3n3nnnc23)cc1 | · | 15.8% | -6.9% | 1.5% | i | · | · | · | ·
CCOC(=O)C1CCCN(S(=O)(=O)c2ccc3c(c2)oc(=O)n3C)C1 (stereo not given) | · | -0.3% | -15.7% | ? | i | · | · | · | ·
CN(Cc1cccc(Cl)c1Cl)c1ccc(S(=O)(=O)N2CCCCC2)cc1[N+](=O)[O-] | 7.1% | -4.1% | 0.0% | -3.1% | i | -10.8 | 4.7% | 4.1% | 8.2%
CCOC(=O)CCC(=O)Nc1ccc(S(=O)(=O)N2CCc3ccccc32)cc1 | 2.4% | 0.4% | -27.8% | -5.8% | i | 0.0 | ? | 2.5% | 11.9%
COc1ccccc1N1C(=O)c2ccc(C(=O)Nc3nccs3)cc2C1=O | -4.6% | -36.7% | 12.6% | 2.4% | i | -7.3 | -2.4% | -4.3% | 15.3%
CC(C)(C)N(NC(=O)Nc1ccccc1)C(=O)c1ccccc1 | -2.1% | -10.2% | -4.9% | -5.5% | i | 10.5 | -2.2% | -2.7% | 0.7%
COCC(=O)Nc1ccc(N(C)C)cc1 | -1.6% | 11.3% | 14.7% | -1.8% | i | -8.3 | 1.9% | 16.1% | 11.5%
COCC(=O)N(C)[C@H]1C[C@H]2c3cc(-c4ccccc4)ccc3CCN2C(=O)[C@H]1[C@H](C)O | -65.0%[inhibitor][9.22 µM] | 8.7% | -1.1% | 3.7% | i | 10.5 | -6.9% | 5.6% | 6.0%
Cc1cc2nc(C3CCN(C(=S)NCCCOC(C)C)CC3)[nH]c2cc1C | 2.6% | -22.2% | 1.7% | -5.5% | i | 6.7 | 0.9% | -5.3% | -3.8%
CN(C)S(=O)(=O)c1ccc(C(=O)NCC(C)(C)N2CCOCC2)cc1 | -8.0% | · | 1.0% | 15.8% | i | 10.3 | 1.2% | 3.5% | ?
COc1ccc(C(=O)N/C(=C\c2cn(S(=O)(=O)N(C)C)c3ccccc23)C(=O)NCCCN2CCOCC2)cc1 | 2.3% | -9.6% | 4.4% | 1.4% | i | 10.1 | 10.2% | -7.1% | -9.7%
O=C(NC1CCCCC1)c1ccc(S(=O)(=O)N2CCOCC2)cc1 | 0.9% | 1.1% | 10.3% | 4.9% | i | 6.1 | ? | 1.7% | -0.9%
COc1ccc(N2C(=O)C(CC(=O)Nc3ccccc3)N(Cc3ccccn3)C2=S)cc1 (stereo not given) | 3.1% | 11.6% | -28.5% | -0.2% | i | 14.0 | 1.2% | -26.1% | 0.0%
CCC(C)c1ccc(NC(=S)NCc2cccnc2)cc1 (stereo not given) | -5.1% | 7.2% | 18.4µM* | ? | i | 0.0 | 10.0% | 10.4% | 22.9%
Cc1cc(Br)c(NC(=O)CN2C(=O)NC3(CCOc4ccccc43)C2=O)c(Br)c1 (stereo not given) | · | · | -6.8% | -8.1% | i | ? | · | -10.0% | -4.3%
O=C(Nc1ccc(Cl)cc1)Nc1cccc2nsnc12 | ? | · | -21.1% | 0.8% | · | ? | 18.4µM* | -3.4% | -4.8%
Nc1n[nH]c(C(F)(F)F)c1-c1ccccc1 | 8.9% | -1.6% | 11.0% | 0.9% | i | 46.1 | 2.4% | -2.8% | 1.4%
CCN1CCN(C(=O)c2ccc3c(c2)c(C)c(C)n3Cc2ccccc2)CC1 | -2.4% | 14.6% | -13.9% | 0.0% | i | -14.8 | ? | -21.6% | -2.4%
CCOc1ccc2[nH]c(=O)c(CN(CCN3CCCC3)C(=S)Nc3ccccc3OC)cc2c1 | -1.3% | -19.2% | 0.2% | 10.5% | i | -62.1* | -1.5% | ? | ?
Cc1ccc(S(=O)(=O)N2[C@@H](c3ccc(F)cc3)C(C(=O)O)=C[C@H]2CC2CCCC2)cc1 | ? | -1.2% | -18.8% | -7.9% | i | 8.3 | -39.6%[inhibitor] | -2.3% | -2.4%
